Screening results: PubChem, The Scripps Research Institute Molecular Screening Center
FBW7 act – human FBW7 E3 ligase activation, primary screen; AlphaScreen FBW7–phospho-cyclin E peptide binding, activator screen; hit rate 0.13% among 650,000; normalized activity (activation), % at 26.1 µM; in the data active = normalized activity above about 1.9%;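 also: purified mutant Fbw7 with reduced substrate affinity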
MITF primary – blocks human microphthalmia-associated transcription factor; inhibition, % at 2.6 µM; AlphaScreen MITF homodimerization, bead proximity signal; O75030; hit rate 0.91% among 650,000; in the data active = inhibition above about 50%;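 also: 0% = vehicle wells with protein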
Target sequence (O75030 whole entry, looked up): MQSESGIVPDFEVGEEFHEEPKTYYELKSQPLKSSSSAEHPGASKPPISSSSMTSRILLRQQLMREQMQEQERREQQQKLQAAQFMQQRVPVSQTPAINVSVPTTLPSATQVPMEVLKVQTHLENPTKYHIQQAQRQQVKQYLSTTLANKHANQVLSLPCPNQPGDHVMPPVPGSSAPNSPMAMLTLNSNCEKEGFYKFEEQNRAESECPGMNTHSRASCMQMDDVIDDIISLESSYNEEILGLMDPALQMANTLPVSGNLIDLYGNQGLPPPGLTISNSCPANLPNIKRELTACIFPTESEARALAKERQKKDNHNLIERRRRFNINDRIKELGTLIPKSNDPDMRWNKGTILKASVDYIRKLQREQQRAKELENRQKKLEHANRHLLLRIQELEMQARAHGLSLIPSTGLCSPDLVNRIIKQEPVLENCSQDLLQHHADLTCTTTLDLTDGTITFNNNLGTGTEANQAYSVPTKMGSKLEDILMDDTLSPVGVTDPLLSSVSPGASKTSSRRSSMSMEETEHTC
TEAD-YAP inh – TEAD-YAP interaction inhibition; HEK-TIYL cells, TEAD-Gal4/YAP UAS-luciferase luminescence; inhibition, % at 9.12 µM; hit rate 1.4% among 640,000; AID 1259422; in the data active = inhibition above about 32%;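 also: 0% = median of test compound wells and 100% = reference inhibitor wells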
GPR151 activ – activates the human receptor GPR151. Q8TDV0. PathHunter beta-arrestin GPR151 cells, luminescence. activation, % at 11.2 µM. hit rate 1% among 650,000. AID 1508602; in the data active = activation above about 4.9%;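 also: 0% = median of compound wells and 100% = cells with positive control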
Target sequence (Q8TDV0 whole entry, looked up): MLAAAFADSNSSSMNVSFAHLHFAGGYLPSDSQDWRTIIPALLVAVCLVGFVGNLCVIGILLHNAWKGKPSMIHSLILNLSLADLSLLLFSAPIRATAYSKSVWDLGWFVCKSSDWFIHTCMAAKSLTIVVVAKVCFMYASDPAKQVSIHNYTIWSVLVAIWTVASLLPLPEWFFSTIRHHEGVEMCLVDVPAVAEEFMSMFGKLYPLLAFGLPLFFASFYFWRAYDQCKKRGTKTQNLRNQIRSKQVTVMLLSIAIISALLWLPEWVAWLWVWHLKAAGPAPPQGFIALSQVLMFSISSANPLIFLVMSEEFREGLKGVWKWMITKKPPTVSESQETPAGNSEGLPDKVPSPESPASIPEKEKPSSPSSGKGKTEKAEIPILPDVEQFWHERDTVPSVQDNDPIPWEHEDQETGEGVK
The depositor's hits bear a star.

(1) O=C(NC1CC1)C1CCN(C2CCN(C(=O)Cc3ccc(F)cc3)CC2)CC1
(2) CCOC(=O)C1(Cc2ccc(OC)cc2)CCN(C(=O)C2CC(=O)N(C3CC3)C2)CC1 (stereo not drawn)
(3) COc1cc(/C=C2/C(=N)N3N=C(CC(C)C)SC3=NC2=O)cc(Cl)c1OCCOc1ccccc1Cl
(4) O=S(=O)(Nc1ccc(-c2nnc3n2CCCCC3)cc1)c1ccc(Cl)cc1
(5) CC(C)(C)NC(=O)NC(=O)COC(=O)c1cccc(O)c1
(6) CC(=O)N(Cc1cc2cc(C)ccc2[nH]c1=O)C1CCCC1
(7) CCc1ccc(C(=O)N[C@H]2C[C@H]3C(=O)N[C@@H](CC(C)C)C(=O)N3C2)cc1
(8) CC(C)NC(=O)C(=O)Nc1ccc(F)cc1
(9) COCCNC(=O)C(C)n1sc2ccccc2c1=O (stereo not drawn)
(10) N#C/C(=C\c1ccc(I)cc1)c1nc(-c2ccc(Cl)c(Cl)c2)cs1
Assay by compound	1	2	3	4	5	6	7	8	9	10
FBW7 act	0.0	0.5	0.1	-0.2	0.5	0.1	-0.1	0.2	-0.2	0.3
MITF primary	10	47	1	-2	7	-11	-5	1	-1	-4
TEAD-YAP inh	-4	-6	-7	-3	-24	-14	-9	-42	1	8
GPR151 activ	0.1	2.0	0.0	0.1	-2.3	0.4	-0.5	-0.3	0.0	0.3

(11) CCCCCCOc1ccc(NS(=O)(=O)c2ccc(NC(C)=O)cc2)cc1
(12) COc1ccc(NC(=O)C(=O)N/N=C/c2ccc(OC)cc2OC)cc1
(13) CC[N+](CC)=c1ccc2nc3c(cc(N)c4ccccc43)oc-2c1
(14) CCOC(=O)c1c(C)oc2c(Br)cc(NS(=O)(=O)c3cccc([N+](=O)[O-])c3)cc12
(15) COc1ccc([N+](=O)[O-])cc1Nc1nc(Cc2ccccc2)nc2sc3c(c12)CCCC3
(16) O=C(NCc1nc(-c2ccccc2)no1)c1ccc(Br)o1
(17) CN1CCN(c2cc(=O)n(Cc3ccc(F)cc3)c(=O)[nH]2)CC1
(18) Cc1cccc(CNC(=O)C(=O)NCCc2ccccc2)c1
(19) COc1ccccc1C(=O)N1CCC2(CC1)CC(=O)c1ccccc1O2
(20) CC(C)c1ccccc1NC(=O)CCCCCN1C(=O)c2ccccc2C1=O
Assay by compound	11	12	13	14	15	16	17	18	19	20
FBW7 act	-0.1	0.0	0.5	0.0	0.2	0.3	-0.1	0.2	-0.1	0.8
MITF primary	-5	10	7	-7	13	14	-1	-1	-4	-3
TEAD-YAP inh	7	-1	33*	11	0	1	8	14	-6	7
GPR151 activ	0.4	-0.3	-1.7	-0.2	0.0	3.2	0.7	-0.3	0.9	-0.4

(21) O=C(O)c1nn(-c2ccccc2)c2c1CCc1occc1-2
(22) CCOC(=O)C1CCN(c2cc(C)c3cc(OC)ccc3n2)CC1
(23) COc1ccc2oc(=O)c(C(=O)n3ccc(C)n3)cc2c1
(24) O=C(Nc1ccc2c(c1)Cc1ccccc1-2)c1ccc(F)cc1
(25) CCc1ccc(S(=O)(=O)c2nnn3c2nc(NCc2ccco2)c2ccccc23)cc1
(26) COC(=O)C(CC1=CCC2CC1C2(C)C)(NS(C)(=O)=O)C(F)(F)F (stereo not drawn)
(27) Nc1c(C(=O)NCc2ccco2)sc2nc(-c3ccc(F)cc3)ccc12
(28) CCCCCCOc1ccc(C(=O)Nc2ccc(Br)cn2)cc1
(29) Cc1nnc(SC(C)C(=O)Nc2ccc3nc(SCC(=O)N4CCc5ccccc54)sc3c2)s1 (stereo not drawn)
(30) Cc1ccn2cc(-c3ccc4c(c3)OCO4)cc2c1
Assay by compound	21	22	23	24	25	26	27	28	29	30
FBW7 act	0.0	0.3	0.0	0.2	0.1	0.0	0.3	-0.1	0.1	0.8
MITF primary	-8	-19	6	10	15	13	-5	-6	-4	20
TEAD-YAP inh	-7	-38	3	-14	-5	12	-10	-12	35*	5
GPR151 activ	-0.5	0.5	1.7	-1.0	-0.5	0.4	-0.9	-0.8	-1.1	-0.6

11 compounds from above, arranged by count of non-hydrogen atoms, highest first.
(29) Cc1nnc(SC(C)C(=O)Nc2ccc3nc(SCC(=O)N4CCc5ccccc54)sc3c2)s1 (stereo not drawn)
(15) COc1ccc([N+](=O)[O-])cc1Nc1nc(Cc2ccccc2)nc2sc3c(c12)CCCC3
(25) CCc1ccc(S(=O)(=O)c2nnn3c2nc(NCc2ccco2)c2ccccc23)cc1
(14) CCOC(=O)c1c(C)oc2c(Br)cc(NS(=O)(=O)c3cccc([N+](=O)[O-])c3)cc12
(20) CC(C)c1ccccc1NC(=O)CCCCCN1C(=O)c2ccccc2C1=O
(19) COc1ccccc1C(=O)N1CCC2(CC1)CC(=O)c1ccccc1O2
(13) CC[N+](CC)=c1ccc2nc3c(cc(N)c4ccccc43)oc-2c1
(17) CN1CCN(c2cc(=O)n(Cc3ccc(F)cc3)c(=O)[nH]2)CC1
(18) Cc1cccc(CNC(=O)C(=O)NCCc2ccccc2)c1
(23) COc1ccc2oc(=O)c(C(=O)n3ccc(C)n3)cc2c1
(30) Cc1ccn2cc(-c3ccc4c(c3)OCO4)cc2c1
Assay by compound	29	15	25	14	20	19	13	17	18	23	30
FBW7 act	0.1	0.2	0.1	0.0	0.8	-0.1	0.5	-0.1	0.2	0.0	0.8
MITF primary	-4	13	15	-7	-3	-4	7	-1	-1	6	20
TEAD-YAP inh	35*	0	-5	11	7	-6	33*	8	14	3	5
GPR151 activ	-1.1	0.0	-0.5	-0.2	-0.4	0.9	-1.7	0.7	-0.3	1.7	-0.6

Additional structures:
(31) CCN1CCN(C(c2cccc(OC)c2OC)c2nnnn2Cc2ccc(F)cc2)CC1 (stereo not drawn)
(32) COc1ccc(C2CC(c3cccs3)=NN2C(=O)CSc2nc3ccccc3s2)cc1 (stereo not drawn)
(33) CCCCCOc1ccc(/C=N/Nc2cc(N3CCOCC3)ncn2)cc1
(34) Cc1ccc(-c2nnc(OCCN3CCOCC3)c3ccccc23)cc1
(35) COc1ccc(Br)cc1/C=C1\N=C(c2ccccc2OC)OC1=O
(36) CCc1ccc(C2C=C(c3ccc(Cl)cc3)Nc3nnnn32)cc1 (stereo not drawn)
(37) CC(C)N(CCNc1nc(Nc2ccnn2C)nc2c1ncn2-c1ccsc1)C(C)C
(38) COc1ccc(-n2nc(C(=O)NCC(=O)Nc3cccc(C(F)(F)F)c3)c3ccccc3c2=O)cc1Cl
(39) CCc1ccc(OCC(=O)Nc2ccc(S(=O)(=O)Nc3ccccn3)cc2)cc1
(40) O=C(NCc1ccccn1)c1ccc(N2CCCCCC2)c([N+](=O)[O-])c1
Assay by compound	31	32	33	34	35	36	37	38	39	40
FBW7 act	-0.1	-0.2	1.0	0.1	0.0	-0.1	-0.1	0.3	0.1	-0.2
MITF primary	11	2	21	-20	0	-9	3	3	6	8
TEAD-YAP inh	-3	14	-5	9	-9	-8	35*	11	6	-7
GPR151 activ	0.5	-0.4	0.2	-0.4	-0.8	0.8	3.0	1.4	0.0	0.8

(41) CCc1nc2ccc(C(=O)NC3CCCC(C)C3C)cc2nc1CC (stereo not drawn)
(42) CCCCNS(=O)(=O)c1ccc(NS(=O)(=O)c2ccc(Br)cc2)cc1
(43) COc1ccc(-c2nnc3n2N=C(c2ccc(O)c(O)c2)CS3)cc1
(44) COc1ccc(S(=O)(=O)CCC(=O)Nc2cc(C)ccc2OC)cc1
(45) CCN1/C(=C(\O)c2ccccc2)C(=O)c2ccccc2S1(=O)=O
(46) C/C=C/C=N/Nc1nc2ccccc2s1
(47) CC1CN(c2ccc([N+](=O)[O-])cc2)CCN1C(=O)c1ccc(F)cc1 (stereo not drawn)
(48) CC(C)CNC(=O)c1ccc(N(C)S(C)(=O)=O)cc1
(49) Cc1ccccc1N1C(=O)C(Cl)=C(NCCO)C1=O
(50) Cc1ccc(NC(=O)C2CCCCN2S(=O)(=O)c2ccc(Cl)s2)cc1 (stereo not drawn)
Assay by compound	41	42	43	44	45	46	47	48	49	50
FBW7 act	0.1	0.2	-0.3	-0.1	-0.1	0.2	-0.3	-0.2	-0.3	-0.1
MITF primary	0	-8	3	-6	1	13	7	6	-10	0
TEAD-YAP inh	1	10	50*	3	7	-42	26	2	3	-8
GPR151 activ	2.1	0.4	-0.4	-0.6	-0.8	-0.6	-0.5	-1.3	0.5	-0.1

(51) Cc1ccc2nc(N3CCC(C(=O)NCC4CCCO4)CC3)sc2c1 (stereo not drawn)
(52) CCc1nnc(C2CCN(C(=O)/C=C\c3ccccc3)CC2)s1
(53) CC(C)(C)c1ccc(NC(=O)N(Cc2ccsc2)Cc2ccccn2)cc1
(54) O=C(CSc1nnnn1-c1ccccc1)NNC(=S)NCc1ccccc1
(55) CC(C)NC(=O)C(=O)NCc1ccc2c(c1)OCO2
(56) CCOC(=O)C1=NNC2C(=O)N(c3ccc(Br)cc3)C(=O)C12 (stereo not drawn)
(57) Cc1ccc2c(Cl)c(C(=O)N3CCN(c4ccc([N+](=O)[O-])cc4)CC3)sc2c1
(58) O=C(CN1CCC(n2cnc3cccnc32)CC1)Nc1ccc(Oc2ccccc2)cc1
(59) CC1CC(C)CN(C(=O)c2cc3c(=O)n4ccccc4nc3s2)C1 (stereo not drawn)
(60) CCCNC(=O)c1ccc2nc(N3CCCC3CO)sc2c1 (stereo not drawn)
Assay by compound	51	52	53	54	55	56	57	58	59	60
FBW7 act	-0.1	0.2	-0.3	0.0	0.1	0.1	-0.1	-0.1	-0.1	-0.1
MITF primary	6	5	0	6	3	-13	9	8	6	7
TEAD-YAP inh	1	-7	31	6	-6	4	4	7	-4	-20
GPR151 activ	-0.6	-1.2	-1.9	-0.1	0.7	-0.3	-0.1	-0.2	0.0	-1.1

(61) Cc1cc(C(C)(C)C)cc(S(=O)(=O)O)c1C
(62) CC1=CC(C)(C)N(C(=O)Nc2ccccc2)c2ccc(OC(=O)Nc3ccccc3)cc21
(63) C=CCOc1ccc(C(=O)NCC2COc3ccccc3O2)cc1 (stereo not drawn)
(64) COc1ccc(/C=C/CN2CCC3(CCC(CNC(C)=O)O3)CC2)cc1 (stereo not drawn)
(65) O=C(CCN1C(=O)c2ccccc2C1=O)NC(=S)Nc1ccccc1Cl
(66) CN=C(NOCc1ccc(Cl)cc1Cl)c1nonc1N
(67) CCOC(=O)NN1C(=O)c2ccccc2NC1c1cccc(O)c1 (stereo not drawn)
(68) CCOC(=O)N1CCC(N(C(=O)Nc2cccc(OC)c2)C(C)CC)CC1 (stereo not drawn)
(69) COc1cccc(NC(=O)CN(C)S(=O)(=O)c2cc(Cl)ccc2Cl)c1
(70) COc1ccc(-c2ccc(/C=C3\C(=O)N(c4ccc(S(N)(=O)=O)cc4)N=C3C)o2)c([N+](=O)[O-])c1
Assay by compound	61	62	63	64	65	66	67	68	69	70
FBW7 act	0.3	-0.1	0.1	-0.1	0.2	-0.1	-0.1	-0.1	0.6	-0.2
MITF primary	10	-5	10	2	-5	-13	9	17	20	2
TEAD-YAP inh	-10	-42	-52	-1	7	-6	4	-10	-1	0
GPR151 activ	-0.3	-2.2	-0.5	1.1	3.5	-0.3	-0.6	2.7	0.1	-0.6

(71) CCOC(=O)N1CCN(Cc2ccc(F)c(F)c2)CC1
(72) Cc1cc2cc(CNC(=O)c3ccc(F)c(F)c3)ccc2n1C
(73) C/C(CC(=O)NCc1ccco1)=N\NC(=O)C12CC3CC(CC(C3)C1)C2
(74) O=C(N1CCCCCC1)C12CC3CC(CC(Cl)(C3)C1)C2
(75) CC(C)(C)C(=O)[C@@H]1[C@@H](c2cccnc2)C(C#N)(C#N)[C@H]2C=Cc3ccccc3N12
(76) Cc1ccc(-c2nnn(CC(=O)N(CC(=O)NC(C)C)c3cnc4ccccc4c3)n2)o1
(77) CCOc1cc(/C=C2\NC(=O)N(Cc3ccc(Cl)cc3)C2=O)ccc1OCC(=O)OC
(78) Cc1nc2c([nH]c3ccccc32)c(=O)n1N
(79) Cc1ccccc1-n1c(N)cc(=O)[nH]c1=S
Assay by compound	71	72	73	74	75	76	77	78	79
FBW7 act	-0.1	0.1	0.3	0.0	-0.1	0.0	-0.1	-0.2	0.0
MITF primary	39	12	19	12	4	-3	8	-6	11
TEAD-YAP inh	-5	-6	-39	2	0	-7	5	-12	-13
GPR151 activ	1.5	0.5	-0.1	1.0	2.3	-0.2	0.5	-2.1	0.5

In the list so far, 2 contain a CF3 group.
(26) COC(=O)C(CC1=CCC2CC1C2(C)C)(NS(C)(=O)=O)C(F)(F)F (stereo not drawn)
(38) COc1ccc(-n2nc(C(=O)NCC(=O)Nc3cccc(C(F)(F)F)c3)c3ccccc3c2=O)cc1Cl
Assay by compound	26	38
FBW7 act	0.0	0.3
MITF primary	13	3
TEAD-YAP inh	12	11
GPR151 activ	0.4	1.4
